esBAF inh: Bmi1 luciferase reporter increase in mESCs, primary screen, esBAF inhibitor project, mouse ES cells, Bmi1 luciferase knock-in, single point | 24 h; 100% = twice the neutral-well signal | reporter increase, % at 12.5 µM | hit rate 2% among 350,000 | AID 602393, 2012; in the data active = activation above about 40%; inconclusive = no clear call, values can overlap the other calls;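 also: 0% = median of the plate's neutral control wells and 100% = double that signal; a rise in the Bmi1 reporter signal indicates esBAF inhibition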
XiGFP reactiv: activators of inactive X chromosome reactivation, primary screen, imaging, XiGFP fibroblasts, GFP high-content imaging, set 2 | XiGFP mouse fibroblasts, % GFP-positive cells imaging, 3 d; cells co-treated with 5-aza-dC sensitizer; scaled so ellipticine positive control = 100% | activation, % at 7.58 µM | hit rate 0.055% among 360,000 | AID 743238, 2013;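 active = mean normalized replicate activation at least 10% and every replicate at or above 10%; inconclusive = only one of the two criteria met; inactive = mean below 10% and not all replicates reach 10%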;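 also: 0% = median of on-plate neutral control wells and 100% = ellipticine 6 µM median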
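Material: XiGFP fibroblasts, SV40-immortalized. Buffer or medium: DMEM plus 5-aza-dC sensitizer. Compound: single concentration per compound, delivered by pin transfer. Times: 3 days compound exposure. Controls: ellipticine 6 µM.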
GSIS activator: GLuc luminescence reporter in INS-1E cells, primary screen for activators of glucose-dependent secretion of insulin; INS-1E GLuc reporter insulin secretion, 2-3 h; activation, % at 16.6 µM; hit rate 0.61% among 370,000;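 active = lowest replicate activation of at least 40%, so every replicate reaches that level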;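 also: 0% = median of neutral control wells and 100% = median of IBMX positive control wells; some compounds called inactive have numbers as strong as hits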
RAD54 branch: inhibitors of human RAD54 branch migration, primary screen, biochemical, fluorescence, single point; DNA repair and recombination protein RAD54-like (Homo sapiens), Q92698; RAD54 Holliday junction branch migration, FAM/BHQ fluorescence; inhibition, % at 10.4 µM; hit rate 0.14% among 360,000;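 active = mean normalized replicate activity at least 40 and at least half of replicates scoring 40 or more; inconclusive = only one of the two criteria met; inactive = mean below 40 and under half of replicates reaching 40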;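 also: 0% = median of neutral control wells and 100% = median of positive control wells; inhibitors cause a drop in the FAM fluorescence signal; in these data hits start at about 50%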
Target sequence (Q92698 whole entry, looked up): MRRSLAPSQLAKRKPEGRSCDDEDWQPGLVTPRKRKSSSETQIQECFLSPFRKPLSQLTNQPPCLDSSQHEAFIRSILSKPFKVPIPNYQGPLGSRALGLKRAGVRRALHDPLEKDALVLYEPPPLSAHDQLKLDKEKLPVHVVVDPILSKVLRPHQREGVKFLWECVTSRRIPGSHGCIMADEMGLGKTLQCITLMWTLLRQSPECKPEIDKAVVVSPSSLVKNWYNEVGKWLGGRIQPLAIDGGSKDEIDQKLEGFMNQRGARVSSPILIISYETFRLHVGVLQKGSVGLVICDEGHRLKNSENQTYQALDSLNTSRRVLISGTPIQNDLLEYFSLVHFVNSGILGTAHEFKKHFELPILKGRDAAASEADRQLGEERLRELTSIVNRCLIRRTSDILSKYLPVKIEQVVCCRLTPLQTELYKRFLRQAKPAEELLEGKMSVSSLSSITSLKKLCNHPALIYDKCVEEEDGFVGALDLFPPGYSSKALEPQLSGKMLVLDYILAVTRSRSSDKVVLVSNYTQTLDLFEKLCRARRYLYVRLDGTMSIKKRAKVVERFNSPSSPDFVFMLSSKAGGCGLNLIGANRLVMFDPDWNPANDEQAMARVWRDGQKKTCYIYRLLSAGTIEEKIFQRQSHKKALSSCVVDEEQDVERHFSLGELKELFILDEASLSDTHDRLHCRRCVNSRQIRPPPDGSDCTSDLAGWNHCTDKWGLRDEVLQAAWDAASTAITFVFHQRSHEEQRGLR
ARNT-TACC3 inh: disruptors of ARNT/TACC3 protein interaction, primary screen, biochemical, AlphaScreen, single concentration | AID 623870, 2012 | inhibition, % at 9.99 µM | hit rate 0.66% among 390,000 | AlphaScreen His-ARNT PAS-B/GST-TACC3 binding, luminescence; TACC3 fragment carries E629A point mutation;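 active = mean inhibition of replicates at least 50% and at least half of replicates each reaching 50%; inconclusive = half or more replicates reach 50% but mean below 50%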;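 also: 0% = complete ARNT plus TACC3 wells and 100% = ARNT alone without TACC3; many hits fall short of the cut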
ERAP1 inh: human ERAP1 aminopeptidase inhibitors, primary screen, biochemical, single point, plate reader; Endoplasmic reticulum aminopeptidase 1 (Homo sapiens), Q9NZ08; recombinant ERAP1, Leu-AMC fluorescence, 60 min; inhibition, % at 10.7 µM; hit rate 0.15% among 340,000; AID 652197, 2013;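 active = mean replicate inhibition of at least 30%, or all replicates individually reaching that 30% level; inactive = mean below 30% and not every replicate reaching it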;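 also: 0% = neutral control wells and 100% = L-leucinethiol positive control wells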
RAD52 inh: RAD52 DNA annealing inhibitors, primary screen, biochemical, FRET, single point, set 2. recombinant RAD52 DNA annealing, FRET fluorescence. inhibition, % at 18.7 µM. hit rate 0.46% among 360,000;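 active = every replicate showing at least 50% inhibition; inconclusive = mean inhibition at least 50% but not in every replicate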
CFTR F508del cor: F508del CFTR correction, initial screen, CFBE line, single point; CFBE cells, YFP halide quenching; stimulated with forskolin plus potentiator P3; % fluorescence drop versus neutral controls; hit rate 0.36% among 350,000; activity (quench increase), % at 7.58 µM;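 active = mean added fluorescence quench of at least 8% versus neutral control, with both replicates also reaching 8%; inconclusive = only one of the mean or replicate conditions met; inactive = mean below 8% and not both replicates reaching 8%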;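 also: cells transiently co-express mutant CFTR-F508del with the halide-sensitive YFP; corrector assay measuring rescue of mutant channel to the surface after 24 h compound exposure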
Starred values were filed as active, the others as inactive; ? = inconclusive; . = not tested or not shown; & = joins results of further samples.

Structure,esBAF inh,XiGFP reactiv,GSIS activator,RAD54 branch,ARNT-TACC3 inh,ERAP1 inh,RAD52 inh,CFTR F508del cor
COc1cc(CN2CCC(C(=O)NC(c3ccc(-c4ccccc4)cc3)c3cnccn3)CC2)cc(OC)c1 (centres undefined),-7,0.0,-10,-20,.,-1,-100,-1.8
COC(=O)c1cc2c(c3c4cc(C)ccc4n(S(=O)(=O)c4ccc(OC)cc4)c13)C(=O)N(C)C2,.,0.1,.,.,.,0,-22,3.8
CS(=O)(=O)N1CCCC(C(=O)NCCCN2CCc3ccccc3C2)C1 (centres undefined),-2,.,25,-9,3,.,.,.
CCCCC(CCC(=O)Nc1ccn(-c2ccccc2)n1)C(=O)O (centres undefined),.,?,6,-19,-3,5,7,-1.1
CN(C)C(=O)C[C@@H]1C[C@H]2c3cc(NS(C)(=O)=O)ccc3O[C@H]2[C@H](CO)O1,0,0.5,10,-14,-3,-2,-2,-2.4
COC(=O)Nc1ccc(S(=O)(=O)N2CCC(C(=O)NCc3ccc4c(c3)OCO4)CC2)cc1,1,0.1,-3,-3,-3,-1,-6,-2.2
CCOC(=O)[C@H]1[C@H]2COc3ccccc3[C@@H]2N2C(=O)[C@@H](CO)NC(=O)[C@@]12C,2,0.0,5,0,-1,3,-23,0.0
C/C(CC1CC(C)(C)OC1=O)=N/Nc1nc(-c2ccccc2)cs1 (centres undefined),46*,0.0,9,.,8,.,.,.
CC(=O)Nc1ccc(S(=O)(=O)N2CCN=C2SCc2ccc(F)cc2)cc1,-4,0.0,-30,-35,2,-3,-6,-6.2
N#Cc1ccc(-c2ccc3c(c2)[C@@H]2[C@@H](CCN2C(=O)c2ccccc2F)[C@@H](CO)N3)cc1,-4,0.4,27,-12,-1,-3,-184,4.4
O=C(Cn1cnc2ccccc2c1=O)Nc1ccc(N2CCOCC2)cc1,.,0.3,-5,.,1,5,-3,-1.0
Cc1cc(N2CCOCC2)n2ncc(-c3ccccc3Cl)c2n1,37,0.0,-6,5,-19,16,-11,2.2
CC(C)C#Cc1cnc2c(c1)C(=O)N([C@@H](C)CO)C[C@@H](C)[C@H](CN(C)Cc1ccc3c(c1)OCO3)O2,2,0.8,-23,-5,7,2,10,.
Cc1nn(CC(=O)NCCc2ccc(Cl)cc2Cl)c(C)c1[N+](=O)[O-],.,0.0,-3,.,3,6,-8,-1.9
Cc1c(C(=O)OCC[N+]2(C)CCCCC2)oc2ccccc12,4,0.0,-4,6,21,20,2,.
Cc1nn(C)cc1S(=O)(=O)Nc1ccccc1Br,.,0.1,14,-3,-3,-2,-29,0.9
COc1ccccc1C1CC(=O)Nc2cc3c(cc21)OCCO3 (centres undefined),-18,.,4,-6,4,-2,-1,11*
CC1C(=O)N2CCCc3cc(S(=O)(=O)N4CCN(c5cccc(Cl)c5)CC4)cc1c32 (centres undefined),.,0.0,7,-1,20,-1,-2,-0.6
Cc1cc(C)nc(N/N=C/C=C/c2ccccc2)n1,31,3.6,9,15,-4,.,.,.
CC(Oc1ccc2c(-c3ccccc3)cc(=O)oc2c1)C(=O)NCC1CCC(C(=O)O)CC1 (centres undefined),10&-6,.,0&22,3&6,1&2,-6&-9,-2&-7,-3.0&-0.7
C/C=C/c1ccc(OCCOc2ccc(C=O)cc2)c(OC)c1,.,0.1,-7,2,-16,-4,-1,.
O=C1c2ccccc2NC(c2cn[nH]c2-c2ccccc2)N1O (centres undefined),0,-0.3,-3,-3,4,2,-11,.
COCCNC(=S)NNc1ccc(Cl)c(C(=O)O)c1,.,-0.2,11,.,-6,.,1,-0.9
COc1ccc(OC)c(-c2nnc3n2N=C(c2ccc(OC)c(OC4CCOC4)c2)CS3)c1 (centres undefined),-52,0.2,.,-3,12,-2,-6,0.9
COCCCNc1nc(N)c([N+](=O)[O-])c(NCC2CCCO2)n1 (centres undefined),.,-0.1,14,.,0,-2,-4,-1.1
O=C(c1ccc(F)cc1)N1CCCC(c2nc(-c3ccncc3)no2)C1 (centres undefined),8,0.1,2,10,3,-5,-5,-0.4
CN(Cc1cccc2ncccc12)C(=O)CC1C(=O)NCCN1Cc1ccc(F)cc1 (centres undefined),11,0.0,-16,-8,11,2,-7,0.3
Cc1ccc(S(=O)(=O)NC(C)(C)CSc2ncccn2)cc1,.,0.0,1,.,27,-1,-5,0.3
CCCC#Cc1ccc([C@@H]2[C@@H](C#N)N(S(C)(=O)=O)[C@@H]2CO)cc1,0,0.6,15,6,3,0,0,-4.0
COc1cc2c3c(c1OC)C(=O)CC3CCCC2 (centres undefined),2,0.2,18,8,.,5,-10,1.1
O=C(Nc1ccc(C(=O)O)cc1)/C(=C\C=C\c1ccccc1)NC(=O)c1cccc(Br)c1,.,0.0,-19,.,10,-1,-8,-1.7
O=C(C[C@@H]1CC[C@H]2[C@@H](COC[C@H](O)CN2CCC(F)(F)F)O1)N1CCC(Cc2ccccc2)CC1,-5,0.1,-6,-10,-6,0,-6,-3.0
CCCC#Cc1ccc([C@H]2[C@H](CO)N3C(=O)CN(C(=O)c4ccncc4)C[C@@H]23)cc1,.,0.4,9,.,.,0,-14,0.5
COc1ccccc1NS(=O)(=O)c1cc(NC(=O)c2cnccn2)ccc1N1CCOCC1,-4,0.0,-19,-21,23,-4,-19,-0.3
CCOc1ccccc1-n1c(COc2ccccc2)nnc1SCC(N)=O,2,.,6,1,-8,.,.,.
CCOC1CCCc2oc(-c3ccc(N(C)C)cc3)c(C(=O)OC)c21 (centres undefined),.,0.2,3,.,.,.,-13,-0.5
Cc1ccc(CN2CCN(CCC(C)C)C(CCO)C2)s1 (centres undefined),.,0.0,-8,.,-4,8,-13,-0.2
CCCN(C)C[C@H]1Oc2ncc(-c3cccnc3)cc2C(=O)N([C@H](C)CO)C[C@H]1C,-5,0.4,3,0,1,0,-13,-2.9
Cc1oncc1C(=O)Nc1cccc2ccccc12,-3,0.0,5,2,.,-2,-7,3.0
O=C(CCl)Nc1cn(-c2ccccc2)nc1-c1ccc(F)cc1,.,0.0,10,.,-5,-2,-19,2.7
CCCNC(=O)Nc1ccc2c(c1)OC[C@@H](C)N(Cc1ccncc1)C[C@H](C)[C@H](OC)CN(C)C2=O,.,0.5,5,.,.,-3,12,2.9
c1ccc(COc2ccc(OCCCN3CCCC3)cc2)cc1,.,0.0,1,3,-3,-4,4,-1.7
CCN(CC)c1ccc(NC(=O)COc2ccc(C#N)cc2)cc1S(=O)(=O)Nc1ccc(OC)cc1,.,0.1,-2,.,-1,1,-12,.
Cc1ccccc1N1CCN(C2CCCN(C(=O)c3cnsn3)C2)CC1 (centres undefined),1,0.2,1,4,-14,-1,-6,-3.5
CCCCn1c(CN2CCN(c3cccc(Cl)c3)CC2)nc2c1c(=O)[nH]c(=O)n2C,-12,.,.,7,-1,-1,-13,14*
O=C(NCCCN1CCOCC1)c1ccc2c(=O)n(Cc3ccccc3)c(=S)[nH]c2c1,-2,0.0,19,4,-1,4,1,1.3
N/C(=N\S(=O)(=O)c1cccs1)c1ccccc1Cl,-1,0.0,3,3,6,-2,3,-3.4
NC(=O)c1ccc(NCCc2cccs2)cc1,21,0.0,-1,2,.,-5,-2,0.2
COc1ccc(C(CCN(Cc2ccc(OC)c(OC)c2)C(=O)CCl)c2ccccc2)cc1 (centres undefined),.,-0.1,-29,6,-29,.,.,.
Cc1ccc(C)c(NC(=O)CS(=O)(=O)c2cn(C)c3ccccc23)c1,0,.,6,-11,-42,-3,-5,1.6
CCc1c(-c2ccc(OC)cc2)ncn1CCc1ccccc1OC,.,0.0,-2,.,.,2,9,-2.9
Cn1c(=O)n(CC(=O)OCc2ccccc2)c(=O)c2c1nc1n2CCCN1C1CCCCC1,6,.,-43,-1,1,.,.,.
COc1cc(/C=N/NC(=O)CSc2nc3ccccc3n2C)cc(OC)c1OC,.,0.3,6,.,-8,3,1,.
CC(/C=N/NC(=O)c1nnn(-c2nonc2N)c1C(C)C)=C\c1ccccc1,29,0.2,0,8,.,2,-9,-1.4
CC[N+](C)(CC)CCC(c1ccccc1)C1CCCCC1 (centres undefined),-1,0.0,14,0,0,109*,-6,-9.1
Cc1ccc(NS(=O)(=O)c2ccc(Cl)c(C(=O)Nc3cccc(C(=O)O)c3)c2)cc1,-2,0.0,19,-5,2,-23,-12,-0.5
O=C(Nc1ccc(F)cc1)N1CC(=O)N2[C@@H](CO)[C@H](c3ccc(C#Cc4cccnc4)cc3)[C@@H]2C1,.,0.0,4,.,.,0,-11,-0.5
CCCc1c(-c2ccc(F)cc2)ncn1Cc1ccccc1OC,.,0.0,-12,.,.,2,-14,5.9
O=C(Cn1cncn1)N/N=C/c1cccnc1,.,0.2,6,-3,5,-1,-7,-0.4
CC(=O)c1sc(NC(=O)c2cc(=O)c3ccccc3o2)nc1C,-9,0.0,-2,-8,-1,1,-6,-1.0

(list continues)
Structure,esBAF inh,XiGFP reactiv,GSIS activator,RAD54 branch,ARNT-TACC3 inh,ERAP1 inh,RAD52 inh,CFTR F508del cor
CNC(=O)C[C@@H]1CC[C@@H]2[C@H](COc3ccc(NC(=O)Nc4ccccc4)cc3C(=O)N2C)O1,-4,6.7,-4,9,-3,0,1,0.5
Nc1ccc2c(c1)C(=O)N(c1cccc3ccccc13)C2=O,-6,0.0,5,-7,-13,-5,-33,-0.3
CCCNC(=O)C(Cc1ccc(F)cc1)NC(=O)c1ccccc1 (centres undefined),2,0.1,-6,-3,-2,0,-14,-0.1
CCCNC(=O)Nc1ccc2c(c1)C(=O)N(C)[C@H]1CC[C@H](CC(=O)Nc3ccc4c(c3)CCCC4)O[C@@H]1CO2,-1,0.0,-18,0,-8,-4,-16,1.5
O=c1c2ccccc2nnn1Cc1ccccc1,1,-0.1,45*,.,-4,1,-13,-1.7
CC(C)(C)n1nnnc1C(c1ccnc2ccccc12)N1CCN(C/C=C/c2ccccc2)CC1 (centres undefined),2,-0.1,-43,6,.,.,-10,-0.9
CCc1nnc(NC(=O)CS(=O)(=O)Cc2ccccc2)s1,-11,0.0,18,.,-14,3,-9,-0.8
N#CCNC1CC(=O)N(c2ccccc2)C1=O (centres undefined),-11,0.2,1,1,-3,-2,-3,-3.2
COc1cc(OC)c(N(C)S(=O)(=O)c2cccc(C(=O)Nc3nnc(C4CC4)s3)c2)cc1Cl,-1,-0.1,-9,.,-8,-3,-8,-0.8
CC(C)(C)c1ccc(/C=N/NC(=S)NC2CCCCC2)cc1,.,0.0,-6,.,-3,-3,-8,0.9
COc1ccc(CN2C(=O)C(CC(=O)NCCCCc3ccccc3)CC(C(=O)N(C)C)=C2C)cc1 (centres undefined),-3,0.2,-28,-5,.,-2,-26,-2.4
CCOC(=O)c1cc(C#N)c(N2CCCNCC2)nc1C(F)(F)F,-2,0.0,13,-8,7,2,-46,0.7

High-throughput results: PubChem, Broad Institute
